# Source: PubChem (National Center for Advancing Translational Sciences (NCATS))
# TDP1 cell noCPT: qHTS for Inhibitors of human tyrosyl-DNA phosphodiesterase 1 (TDP1): qHTS in cells in absence of CPT. DT40 Tdp1-/- hTDP1 cells, no CPT, ATP luminescence, 48 h. Potency, µM (titrated, usually from 46.2 µM), without a hit: at the top dose activity change, negative = growth inhibition, actives largely listed as inhibitors. 420,000 compounds, 15% hits; note: nearly all actives have a fitted effect of over 55% in size
#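 Luminescent ATP content (CellTiter-Glo) served as the growth readout. Knockout chicken DT40 cells expressing human TDP1 were exposed to compounds without camptothecin for a minimum 48 hr at 37 °C.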
# KAT2A inh: GCN5L2 (KAT2A) acetyltransferase inhibition | Q92830 | GCN5L2 HAT assay, ThioGlo1 CoA-SH fluorescence | Potency, µM (titrated, usually from 58.9 µM), for inactives: at the top dose activity change, negative = inhibition, usual class: inhibitors | 390,000 compounds, 0.21% hits | AID 504327
# Target sequence (Q92830 whole entry, looked up): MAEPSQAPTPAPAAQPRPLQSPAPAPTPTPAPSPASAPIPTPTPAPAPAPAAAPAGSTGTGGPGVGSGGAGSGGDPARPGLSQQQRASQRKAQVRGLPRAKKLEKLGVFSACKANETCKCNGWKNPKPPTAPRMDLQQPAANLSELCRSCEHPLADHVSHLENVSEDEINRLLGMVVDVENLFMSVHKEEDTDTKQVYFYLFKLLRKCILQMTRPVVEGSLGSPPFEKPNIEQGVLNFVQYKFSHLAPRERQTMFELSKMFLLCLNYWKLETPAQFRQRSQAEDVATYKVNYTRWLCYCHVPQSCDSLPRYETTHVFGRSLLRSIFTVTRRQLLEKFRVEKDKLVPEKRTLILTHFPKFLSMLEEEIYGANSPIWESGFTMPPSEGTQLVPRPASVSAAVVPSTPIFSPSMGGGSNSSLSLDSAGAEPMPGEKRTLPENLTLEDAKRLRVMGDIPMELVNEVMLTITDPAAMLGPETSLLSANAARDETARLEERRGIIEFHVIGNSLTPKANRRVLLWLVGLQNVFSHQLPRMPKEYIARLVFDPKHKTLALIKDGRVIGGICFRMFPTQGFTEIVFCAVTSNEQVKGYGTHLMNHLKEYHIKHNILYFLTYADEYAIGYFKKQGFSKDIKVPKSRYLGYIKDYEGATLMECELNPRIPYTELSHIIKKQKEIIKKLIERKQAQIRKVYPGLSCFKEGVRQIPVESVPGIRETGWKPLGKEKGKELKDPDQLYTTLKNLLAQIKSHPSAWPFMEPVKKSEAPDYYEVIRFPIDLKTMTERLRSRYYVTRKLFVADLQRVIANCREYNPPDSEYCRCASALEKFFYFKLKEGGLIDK
#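 Fluorescence readout, Ex340nm/Em540nm: ThioGlo1 (50uM final) reacts with free CoA thiol released as 20nM GCN5L2 acetylates H3(1-25) peptide (75uM) using acetyl-CoA (70uM). Compound and enzyme sat 15 min beforehand; 20 min room-temperature reaction.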
# TDP1 inh: blocks human tyrosyl-DNA phosphodiesterase 1; recombinant TDP1, AlphaScreen DNA substrate cleavage; Potency, µM (doses to about 130 µM), for inactives: at the highest dose activity change, negative = inhibition, hits mostly inhibitors; 350,000 compounds, 0.28% hits; AID 485290; note: nearly all actives have a fitted effect of over 40% in size
#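 AlphaScreen read-out: signal falls as enzyme removes the 3' tyrosine-FITC from a 5'-biotinylated DNA oligo (15 nM, 5 min, RT). Enzyme was E. coli-made recombinant Tdp1 at 1 nM, exposed to compound for 15 min beforehand; beads 10 ug/ml, 10 min.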
# The depositor's hits bear a star; u = inconclusive; x = no result given; & = joins results of further samples; [ ] = remark or other dose. Calls come from the whole dose curve; as a rule, active = well fitted curve in the direction sought with a large enough effect; inconclusive = small, poorly fitted or top-dose-only effect, or another doubt; inactive = no such curve, though single readings can be large; an effect the other way counts as inactive or inconclusive. % is set by controls: 0 for no effect and ±100 for the full control effect; potency is the fitted concentration of half-maximal effect. Only part of the results is shown (hit frequency here may not be typical).
# Values run as follows: TDP1 cell noCPT | KAT2A inh | TDP1 inh
- N#CC(C#N)=C1C=CC=CN1/C(=C\c1ccccc1Cl)C(=O)c1ccccc1
    1.2µM* | -11% | 11%
- CN(C)CCN(C(=O)c1ccc2ccccc2c1)c1nc2cc3c(cc2s1)OCCO3
    u | -27% | 13%
- CCCCN(CC)C(=O)c1cc2c(=O)n3cccc(C)c3nc2s1
    u | -10%&1% | 0%
- CCC(=O)NCCc1sc2nc(-c3ccc(OC)cc3)nn2c1C
    u | 0% | -5%
- Cc1ccc(S(=O)(=O)N2CCC(NC(=O)C3CCCCC3)CC2)cc1
    -14% | -4% | 11%
- Cc1ncc(CO)c2cc(-c3nnc(Nc4ccc5c(c4)OCO5)s3)c(=O)oc12
    -13% | -26% | x
- CCOC(=O)c1scc(-c2ccccc2)c1S(=O)(=O)N1CCN(c2ccc(Cl)cc2)CC1
    13µM* | -2% | 7%
- O=[N+]([O-])c1cc(S(=O)(=O)N2CCCC2)ccc1OCCOc1ccccc1
    u | -8% | 0%
- COc1ccc(C2c3c(-c4ccccc4)n[nH]c3C(=O)N2c2ccc(C(=O)O)cc2)cc1 (stereo unspecified)
    -1% | 1% | 5%
- Cc1cccn2c(=O)c3cc(C(=O)NCc4cccnc4)c(=N)n(C(C)C)c3nc12
    u | -28% | -3%
- O=C(NCCCNC(=O)c1cnccn1)c1ccc(Cl)c(Cl)c1
    -19% | -4% | x
- S=C(NCCc1ccccn1)Nc1ccccc1
    -12% | 2% | 8%
- O=C(O)Cn1cnc2scc(-c3ccccc3)c2c1=O
    -14% | -13% | 5%
- CCc1c(C)nc(N)nc1Cl
    -11% | -3% | -1%
- COc1ccc(N2CCN(CCCNC(=O)c3c(C)nn(-c4ccc(F)cc4)c3-n3cccc3)CC2)cc1
    x | -5% | 8%
- C=CCN1C(=O)C(CC(=O)O)SC1=Nc1c(C)n(C)n(-c2ccccc2)c1=O (stereo unspecified)
    -1% | 0% | 5%
- O=C(COc1ccccc1/C=C1\SC(=O)NC1=O)Nc1ccccc1
    -15% | -17% | 2%
- CCC(Sc1nc(N)c(NC(=O)c2ccc(OC)c(OC)c2)c(=O)[nH]1)C(=O)OC (stereo unspecified)
    -6% | -3% | 2%
- COc1ccc(NC(=O)N2CC3(CCN(C(=O)c4ccco4)CC3)C2)cc1
    -1% | -5% | x
- COc1ccc(OC)c(C(c2nnnn2C2CCCC2)N2CCN(c3ccccc3)CC2)c1 (stereo unspecified)
    21µM* | -9% | 10%
- O=CNCCCc1nc2ccccc2n1CCc1ccccc1
    1% | -2% | x
- O=C(O)CCc1[nH]c2ccccc2c1Sc1ccccc1
    4% | -12% | x
- Cc1ccc(-c2cc3ncc4c(n3n2)-c2cc(Cl)ccc2OC4)cc1
    -10% | -7% | 2%
- COC(=O)Cc1c(C)c2ccc(OC(C)C)cc2oc1=O
    -20% | -29% | x
- CCCCOC(=O)CSc1nnc(-c2ccccc2)o1
    -20% | -7% | 0%
- O=C(NC1=NCCS1)c1ccc(Cl)c(Cl)c1
    0% | -2% | x
- COc1ccc(NC(=O)N2CCc3ccccc3C2)cc1OC
    6% | 0% | 3%
- COc1ccc(COC(=O)C2=C(C)NC(=O)NC2c2cc(OC)ccc2OC)cc1 (stereo unspecified)
    -18% | -5% | x
- CC(C)(C)Nc1nc(-c2ccccn2)nc2ccccc12
    4.1µM* | -4% | x
- CCCCC1CC(/C(C)=N/NC(N)=O)OC1=O (stereo unspecified)
    -17% | -7% | 2%
- O=C(/C=C/c1ccccc1)N/C(=C/c1ccccc1)C(=O)Nc1ccc(C(=O)O)cc1
    u | -3% | 2%
- Cc1cc2nc(-c3ccc(=O)[nH]c3)n(Cc3ccccc3)c2cc1C
    u | -6% | x
- COC(=O)c1ccc(COc2ccccc2/C=N/NS(=O)(=O)c2ccccc2)cc1
    u | -5% | 7%
- Cc1ccccc1Cn1c(=O)n(CCC(=O)NCc2ccco2)c(=O)c2sccc21
    -9% | 3% | 1%
- C[C@]12C(=O)N(c3ccc(C(F)(F)F)cc3)C(=O)N1[C@H]1c3ccccc3OC[C@@H]1[C@H]2c1ccccc1
    u | -6% | 1%
- C/C(=N\N)c1c(-c2ccccc2)c2cc(Br)ccc2[nH]c1=O
    -4% | -7% | 9%
- Cc1cc(C)c2c(=O)cc(C(=O)Nc3sc4c(c3C(=O)NCc3ccco3)CCCC4)oc2c1
    -22% | -10% | -2%
- Nc1c(C(=O)c2ccc(Cl)cc2)oc2ccccc12
    -25% | -10% | 0%
- Cc1cc(C)c(S(=O)(=O)Nc2ccc3oc4c(c3c2)C(=O)CC(C)(C)C4)cc1C
    u | -9% | x
- O=C(N/N=C1\CCCc2ccccc21)c1ccccc1Cl
    -25% | 0% | 2%
- O=C(CC1C(=O)NCCN1CC1CCCCC1)NCCCN1CCOCC1 (stereo unspecified)
    3% | -3% | 1%
- Cc1nc2c(C(=O)NCCc3ccccc3)cnn2c(C)c1Cc1c(F)cccc1Cl
    16µM* | 1% | 8%
- CC(C)(C)c1[nH]nc2c1C(c1cccnc1)C(C#N)=C(N)O2 (stereo unspecified)
    -9% | -2% | 3%
- Cc1snc2sc(C(=O)c3ccc(F)cc3)c(N)c12
    -2% | -7% | 1%
- CC(C)C(=O)Nc1cccc(NC(=S)NC(=O)c2ccc3c(c2)OCO3)c1
    -11% | -23% | 1%
- COc1ccc(CNC(=O)C2CC(c3ccccc3C(F)(F)F)=NO2)cc1 (stereo unspecified)
    -10% | 7% | 0%
- CCOc1ccc(CCNC(=O)c2cnc(C)cn2)cc1OCC
    1% | -1% | 2%
- COc1ccc(-c2nnc3ccc(SCC(=O)NCc4ccco4)nn23)cc1OC
    -17% | -27% | 2%
- CN(C)C=NC(=O)c1cc(C(=O)c2ccccc2)c[nH]1
    -1% | -6% | 2%
- CC(=O)N=C1SC2CS(=O)(=O)CC2N1c1ccccc1Cl (stereo unspecified)
    u | 1% | 6%
- COc1ccc(CCn2c(=N)c(S(=O)(=O)c3ccccc3)cc3c(=O)n4ccccc4nc32)cc1
    u | -3% | 1%
- CNC(=O)CCn1nc(-c2ccc(C)cc2)c2ccccc2c1=O
    -16% | 1% | x
- O=C(COC(=O)c1ccc(Cl)nc1)NC(=O)c1ccccc1
    4% | -9% | -11%
- CC1CCc2sc(C(=O)NNC(=S)NCC3CCCO3)cc2C1 (stereo unspecified)
    2% | -14% | 4%
- CSc1ccccc1OCc1cc(C(=O)NC(C)Cc2cccc(C)n2)no1 (stereo unspecified)
    13µM* | -8% | 5%
- C/C(=N/NC(=O)Cc1c(C)[nH][nH]c1=O)c1ccc(O)cc1
    1% | -3% | -1%
- COc1ccc(CNC(=O)C(NC(C)=O)C(=O)Nc2ccc(C(C)C)cc2)cc1 (stereo unspecified)
    14% | -15% | 5%
- Cc1ccc(Cl)cc1N(CC(=O)N1CCCCCC1)S(C)(=O)=O
    -18% | -2% | 6%
- O=C1C(=O)N(CCCN2CCOCC2)C(c2ccc([N+](=O)[O-])cc2)/C1=C(/O)c1ccc2c(c1)OCO2 (stereo unspecified)
    1% | -7% | 5%[56.1 µM]
- O=C(c1ccccc1)N1CCN(C(=O)N2CCOCC2)CC1
    2% | -3% | -1%

# Going on with the list.
# Values run as follows: TDP1 cell noCPT | KAT2A inh | TDP1 inh
- Cc1c(CC(=O)NCC(=O)O)c(=O)oc2cc3oc4c(c3cc12)CCCC4
    -6% | -4% | x
- CCOC(=O)c1ccccc1NC(=O)CSC(C)C(=O)Nc1cc(C)on1 (stereo unspecified)
    u | -2% | 4%
- COC(=O)c1ccc(C2C(C#N)=C(C)NC3=C2C(=O)CC(C)(C)C3)cc1 (stereo unspecified)
    -21% | -7% | 3%
- COCC1CCN(C(=O)c2ccc(OC3CCN(Cc4ccccn4)CC3)cc2)C1 (stereo unspecified)
    -17% | -6% | 2%
- COc1ccccc1OCCOCCn1cnc2ccccc2c1=O
    -7% | -4% | 7%
- COc1ccccc1C(=O)NC(CCSC)C(=O)NCc1ccccn1 (stereo unspecified)
    -2% | -6% | 8%
- CCc1ccc(-n2c(=O)c3sc4ccccc4c3n(Cc3cccc(F)c3)c2=O)cc1
    u | -3% | 9%
- CC1CCCC(NC(=O)CCCn2c(=S)[nH]c3ccccc3c2=O)C1C (stereo unspecified)
    -17% | -8% | 3%
- O=C(CN1C(=O)COc2ccc(S(=O)(=O)N3CCOCC3)cc21)Nc1cccc(Cl)c1
    u | -7% | 3%
- CN(C(=O)CSc1nc2ccc(Cl)cc2[nH]1)C1CCS(=O)(=O)C1 (stereo unspecified)
    -15% | 2% | 0%
- Cc1cccc(C(=O)N2CCN(c3ccc([N+](=O)[O-])c(NCc4ccco4)c3)CC2)c1
    21µM* | -7% | 10%
- O=C(Nc1cccc(Cl)c1)c1nc[nH]c1C(=O)NCCCNC(=O)c1[nH]cnc1C(=O)Nc1cccc(Cl)c1
    u | 1% | -3%
- O=[N+]([O-])c1c(Nc2ccccc2O)cc(N2CCOCC2)c2nonc12
    15µM* | -3% | x
- COC(=O)c1ccc(CSc2nc3cc(Cl)ccc3o2)cc1
    -11% | -2% | -6%
- C=CCNC(=S)Nc1cccc(NC(=S)NCC=C)c1
    -8% | 3% | 7%
- CCC1(C)COC(C)(CC(=O)NNC(=O)Nc2ccccc2)OC1 (stereo unspecified)
    6% | -7% | 5%
- CN(C)c1ncc2ncc(=O)n(Cc3ccc(F)cc3)c2n1
    21µM* | -4% | x
